GC-A act: GC-A (human) enzyme activation | HEK293 GC-A cells, cGMP TR-FRET, EC30 ANP; 0% at EC30 ANP, 100% saturating ANP | actives 0.14% (n = 370,000) | activation, % at 10 µM; in the data active = activation above about 40%
Target sequence (P16066 whole entry, looked up): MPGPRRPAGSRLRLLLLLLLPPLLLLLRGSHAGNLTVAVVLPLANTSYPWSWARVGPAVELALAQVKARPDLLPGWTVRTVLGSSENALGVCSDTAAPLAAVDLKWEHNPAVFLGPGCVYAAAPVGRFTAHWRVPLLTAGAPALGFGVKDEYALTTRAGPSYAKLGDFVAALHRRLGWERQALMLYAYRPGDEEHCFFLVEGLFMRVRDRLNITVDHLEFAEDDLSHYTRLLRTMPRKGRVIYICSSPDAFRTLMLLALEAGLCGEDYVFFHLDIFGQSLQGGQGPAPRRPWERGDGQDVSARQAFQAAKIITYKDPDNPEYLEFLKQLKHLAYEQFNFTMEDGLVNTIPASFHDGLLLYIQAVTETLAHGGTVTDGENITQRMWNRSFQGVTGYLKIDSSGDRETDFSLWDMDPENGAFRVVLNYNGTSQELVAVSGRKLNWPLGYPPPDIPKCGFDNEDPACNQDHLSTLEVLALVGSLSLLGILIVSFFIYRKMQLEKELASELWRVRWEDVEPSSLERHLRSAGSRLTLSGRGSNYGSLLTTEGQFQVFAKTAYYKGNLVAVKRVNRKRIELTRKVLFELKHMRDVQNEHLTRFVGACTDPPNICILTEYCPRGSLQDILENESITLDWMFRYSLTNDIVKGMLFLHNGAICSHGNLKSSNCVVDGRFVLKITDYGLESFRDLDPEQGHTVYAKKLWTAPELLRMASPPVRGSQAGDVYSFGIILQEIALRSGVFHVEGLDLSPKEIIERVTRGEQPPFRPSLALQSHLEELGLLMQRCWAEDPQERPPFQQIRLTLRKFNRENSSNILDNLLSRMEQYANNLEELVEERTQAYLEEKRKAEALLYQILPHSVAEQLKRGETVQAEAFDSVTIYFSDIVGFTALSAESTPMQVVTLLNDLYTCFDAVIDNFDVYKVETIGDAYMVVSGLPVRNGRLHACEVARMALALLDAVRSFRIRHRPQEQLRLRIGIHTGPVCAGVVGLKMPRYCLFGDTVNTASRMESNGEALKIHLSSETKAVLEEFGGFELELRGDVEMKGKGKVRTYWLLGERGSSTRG
GC-B act: GC-B (human) receptor activation. actives 0.11% (n = 370,000). P20594. HEK293-GC-B cells, CNP EC30, cGMP TR-FRET; 0% at EC30 CNP, 100% saturating CNP. activation, % at 10 µM;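 active = activation at 10 µM reaching about 35% in either raw or pattern-adjusted values, limit read from the data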
SMARCA2 act: increases SMARCA2 function in MMTV reporter cells; AID 652017; MG213 cells, MMTV-luciferase reporter, dexamethasone, overnight; activation, % at 9.1 µM; actives 1% (n = 370,000); in the data active = activation above about 7.8%;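 also: 0% = vehicle wells and 100% = reference activator wells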
hgDAF12 agonist: activates the H. glycines DAF-12 receptor ligand-binding domain; activation, % at 6.8 µM; HEK293 GAL4-hgDAF12 UAS-luciferase reporter, agonist luminescence; normalized to butyrate control; actives 1.8% (n = 370,000);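 active = activation above a cutoff set at the mean of all screened compounds plus 3 SD, cut at about 10% in these data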;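 also: 0% = DMSO wells and 100% = sodium butyrate wells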
proKLK7 act: activators of human kallikrein-7 zymogen | P49862 | purified proKLK7, EDANS-DABCYL substrate fluorescence; 100% is mature enzyme control, 0% vehicle | activation, % at 7 µM | actives 0.9% (n = 370,000);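 active = activation above the mean of all tested compounds plus 3 SD, computed per campaign excluding outliers beyond control limits, cut at about 13% in these data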
DAX1 inh-1: DAX1 (NR0B1) inhibition, primary screen | HEK293T StAR-luciferase reporter, SF-1/DAX-1 repression relief | inhibition, % at 6.8 µM | actives 1.1% (n = 370,000) | AID 652010;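 active = inhibition above the mean over all tested compounds plus 3 SD, cut at about 3.6% in these data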;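 also: 0% = DAX-1 cells with DMSO and 100% = cells lacking DAX-1 with DMSO; higher inhibition means more luminescence from relief of DAX-1 repression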
GAA850 FXN act: frataxin GAA850 promoter activation. HEK293 lucGAA850 FXN promoter luciferase reporter, 24 h; percent of 10 µM SAHA response. AID 540364. activation, % at 6 µM. actives 0.56% (n = 360,000);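 active = activation above the average of all compounds screened plus 3 SD, cutoff fixed separately per campaign, cut at about 7.5% in these data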;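 also: 0% = DMSO wells and 100% = 10 µM SAHA wells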
sPLA2-III inh: Blocks human group III sPLA2 activity; Q9NZ20; QFRET BODIPY PC-A2 liposome hydrolysis, fluorescence; inhibition, % at 12.2 µM; actives 0.56% (n = 370,000);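 active = inhibition above mean plus 3 SD of compounds lying within the high and low control bounds, cut at about 19% in these data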;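 also: 0% = median of test compound wells and 100% = no enzyme DMSO wells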
ssDAF-12 act: S. stercoralis DAF-12 activation, primary screen; HEK293 ssDAF-12/GRIP1 lit1-tk-luc reporter, luminescence; % of 3 µM dafachronic acid response; activation, % at 6.8 µM; actives 1% (n = 370,000);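 active = activation above the mean over all tested compounds plus 3 SD, cut at about 0.9% in these data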;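 also: 0% = DMSO-only wells and 100% = 3 µM delta7-dafachronic acid wells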
DAX1 inh-2: inhibitors of human orphan nuclear receptor DAX1 (NR0B1); HEK293 Gal4-DAX1 luciferase reporter, luminescence; inhibition, % at 6.75 µM; actives 0.99% (n = 340,000); AID 504766;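 active = inhibition above the mean over all tested compounds plus 3 SD, cut at about 4.2% in these data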;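 also: 0% = DAX1-transfected cells with DMSO and 100% = empty-vector control cells with DMSO; inhibition shows as a rise in luminescence from relieved DAX1 repression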
hcDAF-12 act: activators of H. contortus DAF-12 nuclear receptor. HEK293 hcDAF-12 lit1-tk-luc reporter, luminescence; 0% DMSO, 100% Δ7-dafachronic acid. actives 1.4% (n = 370,000). activation, % at 6.8 µM;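 active = activation above the mean of all tested compounds plus 3 SD, cut at about 5.5% in these data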;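 also: 100% = response to 3 µM Δ7-dafachronic acid high control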
Active calls of the source: *; / = no result given. Compounds were not picked by outcome. Share with any hit: about 6.7%.

SMILES	GC-A act	GC-B act	SMARCA2 act	hgDAF12 agonist	proKLK7 act	DAX1 inh-1	GAA850 FXN act	sPLA2-III inh	ssDAF-12 act	DAX1 inh-2	hcDAF-12 act
COc1ccc(CNC(=O)CCn2c(=O)oc3ccccc32)c(OC)c1	1	2	1	4.8	-0.1	0.0	2.5	1	-2.1	2.2	-1.5
CC1=CCC(C(=O)O)C(C(=O)O)C1 (stereo unspecified)	2	2	-3	2.1	-0.2	-0.5	2.1	1	-0.5	0.6	1.4
CCN(C(=O)CCS(=O)(=O)c1ccc2c(c1)oc(=O)n2C)c1ccc(OC)cc1	0	4	-1	-0.5	0.1	0.0	0.8	-2	-1.2	-0.2	2.1
O=S(=O)(c1ccc(F)cc1)N1CCC(c2nc3ccccc3o2)CC1	-4	2	-7	-0.7	0.2	-1.0	/	6	-1.5	/	-3.2
O=C(COc1ccc2ccc(=O)oc2c1)NCc1ccccn1	0	0	0	1.8	-0.2	-3.9	-0.2	5	-0.6	1.3	2.8
COc1ccc(N2CCN(C(=O)Cn3c(=O)c4cccn4c4cccnc43)CC2)cc1	0	2	3	1.1	-0.2	-0.6	-0.3	-1	-1.1	-0.9	-2.3
COc1cc(/C=N/Nc2ccccc2[N+](=O)[O-])cc(OC)c1O	-10	-10	2	4.3	0.6	-1.5	4.2	-6	-1.1	0.0	2.0
Cc1c(O)c(S(=O)(=O)c2ccccc2)c(=O)n(-c2ccccc2)c1-c1ccccc1	-1	7	0	2.8	0.1	1.0	4.0	17	-1.2	0.5	0.3
CCCC(=O)N1CCc2cc(OC)c(OC)cc2C1COc1ccccc1OC (stereo unspecified)	4	6	-2	-1.7	-0.2	-0.3	0.1	3	-1.3	-0.5	-2.3
CC(=O)c1sc(-c2ccccc2)cc1N	0	0	5	0.4	1.9	0.3	3.5	-4	-1.6	/	-0.7
O=C(C1CCN(S(=O)(=O)c2cnc[nH]2)CC1)N1CCn2c1nc1ccccc12	3	2	-3	-0.3	0.6	0.3	0.3	4	-0.7	0.5	2.9
COc1ccc(-c2csc(C(NC(C)=O)c3cccc(OC)c3)n2)cc1 (stereo unspecified)	-1	-3	-5	-1.6	-0.6	-2.0	-0.6	-6	-1.8	/	-2.3
O=C(CN1C(=O)CSC1=O)NCc1ccccc1	-5	2	-2	5.7	-0.6	0.0	-0.2	6	0.1	1.6	-0.8
CCOc1cc(N2CCOCC2)c(OCC)cc1NS(=O)(=O)c1cc(NC(C)=O)ccc1OC	1	-3	-1	-0.9	0.6	-0.3	1.4	12	-1.2	-0.5	2.1
CCOC(=O)c1cnn(-c2ncnc3sc(C)c(C)c23)c1N	-2	-1	0	3.1	-0.8	0.8	1.1	-5	-0.1	-0.6	3.8
CCOC(=O)c1cnc(-n2cc(C)cn2)nc1NCc1ccc2c(c1)OCO2	34	45*	0	2.2	-0.2	-0.3	1.4	3	-1.5	1.2	1.4
C[C@@H](C(=O)N1CCN(C(=O)OC(C)(C)C)CC1)n1cc(CCCN=C(NC(=O)OC(C)(C)C)NC(=O)OC(C)(C)C)nn1	0	4	1	-0.4	-0.4	0.2	0.2	-7	-0.9	0.5	1.4
O=C(Nc1ccc(Cc2ccncc2)cc1)c1ccco1	-1	2	3	5.2	-0.3	0.4	2.5	-6	-0.1	-0.7	0.4
COc1cccc(NC(=O)C2CC2(c2cccc(OC)c2)c2cccc(OC)c2)c1 (stereo unspecified)	-9	0	-2	0.4	-0.6	-0.4	-3.0	-19	-1.1	-1.8	-2.7
S=C(NCc1ccncc1)NC1CCCCC1	3	3	0	-2.3	0.4	0.3	1.0	9	-0.2	0.3	-1.1
c1ccc(N2CCN(c3cnc4ccccc4n3)CC2)cc1	-4	-2	4	15*	0.6	3.1	3.5	2	0.1	0.8	7.0*
CCC(CC)C(=O)N(C)c1c(C)nc2c(OCC(=O)N(C)C)cccn12	2	0	-3	-3.9	0.4	0.0	0.0	2	-1.1	/	-1.3
COCCN(C(=O)COC(=O)C12CC3CC(CC(C3)C1)C2)c1c(N)n(Cc2ccccc2)c(=O)[nH]c1=O	-3	2	-1	-1.0	0.2	-1.1	2.1	0	-1.3	-1.0	-1.3
COc1ccc(CN2C(=O)c3ccccc3C2=O)cc1C(=O)OC(C)C(=O)NC(N)=O (stereo unspecified)	7	5	-1	0.7	-0.4	0.5	4.3	-3	-0.2	-2.4	3.8
O=C(CN1C(=O)C2CC=CCC2C1=O)NC1CCCCC1 (stereo unspecified)	-1	2	1	-0.4	-0.7	0.9	0.7	1	-2.0	0.5	-2.0
Next section:
SMILES	GC-A act	GC-B act	SMARCA2 act	hgDAF12 agonist	proKLK7 act	DAX1 inh-1	GAA850 FXN act	sPLA2-III inh	ssDAF-12 act	DAX1 inh-2	hcDAF-12 act
Cc1cccc(NC(=O)CSc2nc3c(oc4ccccc43)c(=O)n2-c2ccccc2)c1	1	-7	-3	-1.0	-0.7	-1.1	-2.8	-5	-1.4	-1.7	-4.1
CN1CCN(CCOc2ccc(-c3ccccc3)cc2)CC1	8	1	2	1.2	0.3	0.1	2.2	-3	-0.7	1.2	-1.0
O=C(CCn1c(=S)oc2ccccc21)Nc1ccc(F)cc1	0	-1	0	-1.4	0.2	0.3	0.8	4	-1.3	0.3	-0.6
COC(=O)C1=NNC(C(=O)c2ccco2)C1c1ccc(OC)cc1 (stereo unspecified)	-2	0	-1	0.6	0.5	-0.2	-1.7	-5	-1.6	2.5	1.2
Cc1nn(CCOc2ccccc2)c(=O)n1-c1c(F)cccc1F	5	3	9.8*	11*	0.5	2.2	4.0	5	-0.8	3.5	2.5
O=C(CSc1nnc(-c2cccs2)o1)OC1CCCCC1	36	7	-3	2.1	0.2	0.4	1.0	2	-1.4	0.7	0.8
CSc1ccc(CNC2CC2)cc1	1	-6	-2	1.2	-0.5	0.2	0.0	-3	-0.9	0.4	-0.2
CCn1c(N2CCC(Cc3ccccc3)CC2)nc2c1c(=O)[nH]c(=O)n2C	0	-1	-3	-3.9	0.4	-1.2	2.2	-3	-1.2	-0.7	-0.9
COCc1cc(=O)n2c(-c3ccc(C)cc3)n[nH]c2n1	4	2	1	3.4	-0.7	1.6	1.0	-1	0.4	-0.1	3.7
COc1ccc(OC)c(NC(=O)Nc2ccc3c(c2)OCO3)c1	2	-4	0	-1.8	-0.3	1.4	0.6	2	-0.5	-0.1	0.2
Cc1ccc2c(c1)nnn2C1CCN(S(=O)(=O)c2ccc(C(=O)N(C)C)cc2)CC1	0	1	-4	-3.6	0.1	-0.9	1.6	7	-1.0	-0.7	-0.9
Cc1ccc(C)c(NC(=O)CN(C)C(=O)c2ccc(-n3cncn3)c([N+](=O)[O-])c2)c1	-1	2	-1	0.2	0.4	0.9	0.1	-7	-1.1	0.1	-0.9
O=C(O)c1sccc1SCc1ccc(Cl)cc1Cl	2	0	-2	0.0	0.1	0.1	1.6	-14	-0.2	2.3	3.3
O=C(CN1CCSC1=O)N1CCN(S(=O)(=O)c2ccccc2)CC1	0	3	-2	-1.6	0.1	0.3	0.7	11	-1.2	0.7	-1.0
Cc1ccc(S(=O)(=O)N2CCOC23CCN(C(=O)c2ccccc2Br)CC3)cc1	-4	3	-3	-1.6	-0.3	0.0	1.6	-6	-1.4	0.3	-2.1
COc1ccc(NC(=O)C2CCCN2C(=O)NCc2ccccc2)cc1OC (stereo unspecified)	-3	0	-3	0.2	-0.3	-0.4	1.5	2	-0.3	-0.4	-1.2
O=C(Nc1ccc(Br)cn1)c1cccc2ccccc12	4	-3	5	6.3	-0.3	0.5	-2.8	-7	-0.6	2.1	2.9
CC1CCCCN1C(=O)Cn1cc(C=O)c2ccccc21 (stereo unspecified)	-2	1	-2	-0.6	-0.4	-0.8	-0.4	8	-1.1	0.5	-1.7
Cc1ccc(OC(=O)C(F)(F)F)c2c1NCCC2	-2	3	-2	-1.6	-0.8	0.6	0.7	-7	-1.7	-0.3	-1.1
C[C@H](CO)N1C[C@H](C)[C@@H](CN(C)C(=O)Nc2ccccc2)Oc2ccc(NC(=O)c3ccncc3)cc2C1=O	2	4	1	0.6	0.5	-0.1	-0.6	1	-0.8	1.6	2.7
COc1ccc(C(=O)NCC(c2ccco2)N2CCOCC2)cc1 (stereo unspecified)	-1	3	-4	3.0	-0.4	0.4	1.0	11	-1.1	1.5	1.8
O=C(NCCN1CCC(n2c(=O)[nH]c3ccccc32)CC1)c1ccccc1Cl	-3	1	-4	1.1	0.0	-1.5	/	7	-0.9	/	-0.8
CCOC(=O)CSc1nc2cc(C(F)(F)F)cnc2n1C	-1	-4	-1	2.8	0.3	0.3	1.0	-6	-1.6	1.6	0.1
CN(Cc1cc(-c2ccccc2)on1)C(=O)c1cc(COc2c(F)cccc2F)on1	-1	3	5	8.7	0.7	1.5	6.0	-17	0.4	1.7	1.2
COc1cc(C(=O)NCCOc2ccccc2)c(Br)c(OC)c1OC	0	2	-3	-1.2	0.5	0.2	1.4	-9	-1.7	-0.5	-2.5

2 of the compounds above, with two lines to a compound.
Each structure is followed by: GC-A act	GC-B act	SMARCA2 act	hgDAF12 agonist	proKLK7 act	DAX1 inh-1	GAA850 FXN act	sPLA2-III inh	ssDAF-12 act	DAX1 inh-2	hcDAF-12 act
- O=C(CSc1nnc(-c2cccs2)o1)OC1CCCCC1
  36	7	-3	2.1	0.2	0.4	1.0	2	-1.4	0.7	0.8
- CSc1ccc(CNC2CC2)cc1
  1	-6	-2	1.2	-0.5	0.2	0.0	-3	-0.9	0.4	-0.2

Following part:
SMILES	GC-A act	GC-B act	SMARCA2 act	hgDAF12 agonist	proKLK7 act	DAX1 inh-1	GAA850 FXN act	sPLA2-III inh	ssDAF-12 act	DAX1 inh-2	hcDAF-12 act
Cc1ccc(CNC(=O)[C@@H]2CCC(=O)N2Cc2ccco2)cc1	-3	-3	0	3.2	0.3	-0.5	1.4	0	-0.8	2.6	-1.4
CC(C)(C)NC(=O)CN(Cc1cccs1)C(=O)CNS(=O)(=O)c1ccc(F)cc1	3	5	-3	-2.8	0.0	0.5	-0.1	4	-0.9	-1.1	-1.7
CC(C)(C)c1nc2ccc([N+](=O)[O-])cc2[nH]1	3	9	-1	-2.8	0.1	-0.5	-1.5	1	-1.8	-0.3	-1.4
O=C(Nc1ccc(N2CCN(C(=O)C3CC3)CC2)cc1)c1cccs1	-1	-6	0	2.7	-0.5	-1.0	3.8	2	-1.2	-1.0	-2.7
O=C(Nc1cc(C(F)(F)F)ccc1N1CCOCC1)C1=NN(c2ccccc2)C(=O)CC1	3	1	4	-2.4	0.0	-0.6	2.4	-8	-1.3	-1.0	-3.0
O=C(NC1CC1)c1cccc2c1C(=O)c1ccc(N3CCC(N4CCCCC4)CC3)cc1S2(=O)=O	5	-7	2	4.8	0.6	0.5	0.6	-16	-0.9	-0.2	0.5
CCn1c2ccccc2c2nnc(SCC(=O)c3c(N)n(C)c(=O)n(C)c3=O)nc21	2	-1	-2	0.1	-0.2	1.0	0.4	-3	-0.8	0.5	0.7
COc1ccc(-c2nc(-c3ccccn3)nc(N3CCN(C)CC3)c2C#N)cc1	-2	1	1	0.5	0.7	-0.3	1.5	-5	-1.2	0.0	-2.7
Cc1n[nH]c(C)c1CCc1nc2c3ccccc3nc(SCC(=O)Nc3ccccc3F)n2n1	9	-1	-1	-6.5	0.5	-0.4	-1.0	-8	-1.3	-2.1	-3.0

Screens deposited in PubChem BioAssay by several laboratories.
